MITF TRPM1 inh: reduces MITF-dependent TRPM1 promoter luciferase signal. inhibition, % at 12.5 µM. 330,000 tested, 0.83% active. SK-MEL-5 TRPM1 promoter luciferase, 24 h. AID 488899;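 active = mean inhibition across replicates of 60% or more, whatever share of single replicates reaches that level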; also: values of inactives mirror those of a sister screen read the other way
NR2E3 ag-1: activates human NR2E3 receptor; Q9Y5X4; CHO-S Gal4-NCOR/VP16-NR2E3 two-hybrid, luciferase; 360,000 tested, 0.35% active; inhibition of corepressor binding, % at 3.98 µM; AID 602229;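 active = inhibition above the mean of all tested compounds plus 3 SD, cut at about 70% in these data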;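 also: 0% = DMSO with NR2E3 transfected cells and 100% = cells lacking NR2E3 construct; higher means lower luciferase signal from less NR2E3 corepressor binding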
Target sequence (Q9Y5X4 whole entry, looked up, the tested form may be a part): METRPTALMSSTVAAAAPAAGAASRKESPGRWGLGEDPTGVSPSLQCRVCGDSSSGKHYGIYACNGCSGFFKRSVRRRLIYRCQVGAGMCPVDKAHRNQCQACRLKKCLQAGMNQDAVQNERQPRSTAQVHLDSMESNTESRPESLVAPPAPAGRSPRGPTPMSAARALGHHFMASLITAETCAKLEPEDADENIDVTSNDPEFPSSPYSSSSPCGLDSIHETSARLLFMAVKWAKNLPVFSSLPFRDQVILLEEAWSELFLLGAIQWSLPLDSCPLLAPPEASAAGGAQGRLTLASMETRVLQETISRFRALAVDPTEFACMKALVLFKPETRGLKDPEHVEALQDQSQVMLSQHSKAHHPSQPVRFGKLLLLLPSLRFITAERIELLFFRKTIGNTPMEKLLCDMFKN
C8 TRAIL sens: caspase-8 TRAIL sensitization. NB7+C8 cells + TRAIL, ATPlite viability luminescence. 360,000 tested, 1% active. inhibition (viability loss, TRAIL sensitization), % at 10 µM;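 active = compounds causing at least 50% loss of cell viability in the single-dose screen, relative to plate controls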
Shn3 inh set2: inhibitors of Schnurri-3 3'UTR reporter in osteoblasts; Clone20 osteoblast Shn3 3'UTR firefly luciferase, 24 h; inhibition, % at 12.5 µM; 360,000 tested, 0.52% active; AID 588674;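 active = mean inhibition of at least 75% with every replicate also reaching 75%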;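 also: 0% = median of neutral control wells and 100% = pilot-screen positive control compound; some compounds past the cut are filed as inactive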
hiPSC survival: hiPSC single-cell survival enhancement | ATPlite luminescence; 100% = ROCK inhibitor wells, 0% = DMSO | survival enhancement, % at 20 µM | 360,000 tested, 0.044% active; in the data active = survival enhancement above about 18%;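 also: cells exposed to compounds for 16 hours before the ATP read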
CF NFkB inh: inhibitors of cystic fibrosis induced NF-kB; 360,000 tested, 0.86% active; inhibition, % at 5 µM; KKLEB NF-kB-GFP reporter, PAF-induced, GFP fluorescence overnight; AID 588850;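 active = at least 50% inhibition at 5 µM, scaled per plate between neutral and stimulator controls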;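 also: PAF is a Pseudomonas aeruginosa culture filtrate used as stimulus; plate controls were PAF-stimulated DMSO wells for no effect and unstimulated DMSO wells for full effect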
NR2E3 ag-2: agonists of human nuclear receptor NR2E3. Q9Y5X4. GST-NR2E3/biotin-RetCOR TR-FRET, 1536-well. inhibition of corepressor binding, % at 4.78 µM. 320,000 tested, 0.12% active. AID 2300;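 active = percent inhibition above the cutoff of mean plus 3 SD of all tested compounds, set per screening campaign, cut at about 20% in these data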;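 also: 0% = DMSO wells and 100% = biotin wells as full block of FRET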
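Material: NR2E3–RetCOR corepressor complex / Incubation: Compound–protein incubation for 5 h at 4 °C / Dosing: compound at 4.8 µM, single dose / Detection: time-resolved FRET / Benchmarks: high control biotin, low control 0.6% DMSO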
HIF-2a inh: inhibitors of HIF-2a | 786-0 RCC cells HIF-2a reporter, luciferase luminescence, overnight | inhibition, % at 18.8 µM | 360,000 tested, 0.72% active | AID 624352;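 active = inhibition of the luminescence signal of 40% or more relative to plate controls, in a single-dose primary screen at 18.75 µM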
KKLEB tox: CF airway cell cytotoxicity counter-screen | KKLEB CF airway cells viability, ATPlite luminescence, overnight; hits give low values; cells stimulated with P. aeruginosa culture filtrate | activity change (cytotoxicity), % at 5 µM | 360,000 tested, 0.36% active | AID 602141;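 active = corrected activity change at or below -50% at 5 µM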
EBV LMP1 NFkB: Epstein-Barr LMP1 NF-kappaB reporter inhibition. 350,000 tested, 0.69% active. LMP1-induced NF-kappaB luciferase reporter cells, luminescence. inhibition, % at 12.5 µM; in the data active = inhibition above about 41%;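 also: 0% = neutral control wells and 100% = reference inhibitor control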
Peg3 promoter: reduces Peg3 promoter-driven luciferase expression in HeLa | HeLa PEG-Prom luciferase reporter, luminescence, overnight | inhibition, % at 20 µM | 360,000 tested, 1.7% active | AID 588405;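 active = inhibition of at least 50% at 20 µM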
Active calls of the source: *. Some of the compounds tested (hit frequency here may not be typical).

Results for Cc1[nH]c2ccccc2c1C(=O)C(=O)N1c2ccccc2CC1C (configuration not stated) ?
MITF TRPM1 inh: 1.7; NR2E3 ag-1: 17.8; C8 TRAIL sens: 10.4; Shn3 inh set2: 11.4; hiPSC survival: -0.3; CF NFkB inh: -12.0; NR2E3 ag-2: 5.1; HIF-2a inh: 11.7; KKLEB tox: 2.2; EBV LMP1 NFkB: 10.1; Peg3 promoter: 20.0

What do the screens show for `CCCCN(CCCC)S(=O)(=O)c1ccc(NC(=O)c2cccs2)cc1`?
MITF TRPM1 inh: 18.8; NR2E3 ag-1: 3.1; C8 TRAIL sens: 17.8; Shn3 inh set2: 64.4; hiPSC survival: 1.8; CF NFkB inh: 17.3; NR2E3 ag-2: 2.0; HIF-2a inh: 0.3; KKLEB tox: -17.0; EBV LMP1 NFkB: -2.9; Peg3 promoter: 18.6

Results for CCOc1ccc2nc(NCCNC(=O)C(C)C)c(C)cc2c1 ?
MITF TRPM1 inh: -0.6; NR2E3 ag-1: 14.2; C8 TRAIL sens: -6.2; Shn3 inh set2: 7.9; hiPSC survival: -2.8; CF NFkB inh: 5.8; NR2E3 ag-2: 4.8; HIF-2a inh: -14.3; KKLEB tox: -3.3; EBV LMP1 NFkB: 1.8; Peg3 promoter: -16.5

What do the screens show for `Cn1c(SCC(=O)c2ccc(F)cc2)nnc1-c1cccnc1`?
MITF TRPM1 inh: 9.1; NR2E3 ag-1: -15.5; C8 TRAIL sens: -4.5; Shn3 inh set2: 2.6; hiPSC survival: 1.4; CF NFkB inh: 6.9; NR2E3 ag-2: -0.8; HIF-2a inh: -28.5; KKLEB tox: 2.4; EBV LMP1 NFkB: 4.3; Peg3 promoter: -20.9

How did CC(=O)N1N=C(c2ccncc2)OC12CCCCCC2 do in these assays?
MITF TRPM1 inh: 7.7; NR2E3 ag-1: -2.7; C8 TRAIL sens: -3.1; Shn3 inh set2: 4.3; hiPSC survival: 1.1; CF NFkB inh: -15.2; NR2E3 ag-2: 3.2; HIF-2a inh: 1.3; KKLEB tox: 8.0; EBV LMP1 NFkB: 4.7; Peg3 promoter: 10.5

How did Cn1nccc1C(=O)Nc1ccc(Cl)cc1 do in these assays?
MITF TRPM1 inh: -60.9; NR2E3 ag-1: -47.9; C8 TRAIL sens: 5.4; Shn3 inh set2: -45.3; hiPSC survival: -4.2; CF NFkB inh: -0.6; NR2E3 ag-2: 5.7; HIF-2a inh: -166.0; KKLEB tox: 0.4; EBV LMP1 NFkB: -8.3; Peg3 promoter: -197.9

How did O=C(O)CCc1nn2c3ccccc3n(Cc3ccccc3F)c2nc1=O do in these assays?
MITF TRPM1 inh: -1.6; NR2E3 ag-1: -6.9; C8 TRAIL sens: -1.6; Shn3 inh set2: 12.7; hiPSC survival: 1.9; CF NFkB inh: -11.1; NR2E3 ag-2: 1.8; HIF-2a inh: 14.8; KKLEB tox: -7.9; EBV LMP1 NFkB: -5.5; Peg3 promoter: 16.2

How did CC(Oc1ccc(F)cc1F)C(=O)/C=C/N(C)C (configuration not stated) do in these assays?
MITF TRPM1 inh: 4.5; NR2E3 ag-1: -12.3; C8 TRAIL sens: -24.2; Shn3 inh set2: 8.1; hiPSC survival: -1.1; CF NFkB inh: 10.9; NR2E3 ag-2: 3.5; HIF-2a inh: 7.2; KKLEB tox: 4.1; EBV LMP1 NFkB: 0.9; Peg3 promoter: 2.5

How did O=C(c1cc2cc([N+](=O)[O-])ccc2oc1=O)N1CCN(c2ncccn2)CC1 do in these assays?
MITF TRPM1 inh: -2.7; NR2E3 ag-1: -10.3; C8 TRAIL sens: -17.2; Shn3 inh set2: -11.8; hiPSC survival: 1.5; CF NFkB inh: -9.2; NR2E3 ag-2: 2.6; HIF-2a inh: -6.9; KKLEB tox: -20.3; EBV LMP1 NFkB: -1.3; Peg3 promoter: 5.1

Results for CC1CCN(S(=O)(=O)c2cccc(C(=O)N(C)C3(C)CCS(=O)(=O)C3)c2)CC1 (configuration not stated) ?
MITF TRPM1 inh: 1.9; NR2E3 ag-1: 4.6; C8 TRAIL sens: 4.3; Shn3 inh set2: 14.4; hiPSC survival: -0.6; CF NFkB inh: -0.5; NR2E3 ag-2: 0.5; HIF-2a inh: 12.4; KKLEB tox: -0.1; EBV LMP1 NFkB: -0.4; Peg3 promoter: -14.1

Results for CNC(=O)c1cc2c(s1)-c1ccccc1CC2 ?
MITF TRPM1 inh: -19.0; NR2E3 ag-1: -54.4; C8 TRAIL sens: 5.6; Shn3 inh set2: -20.2; hiPSC survival: -2.8; CF NFkB inh: -9.9; NR2E3 ag-2: 3.5; HIF-2a inh: -205.8; KKLEB tox: -8.5; EBV LMP1 NFkB: -22.0; Peg3 promoter: -215.5

What do the screens show for `CN1CCC(OC(c2ccccc2)c2ccccc2)CC1`?
MITF TRPM1 inh: -3.2; NR2E3 ag-1: -8.9; C8 TRAIL sens: 4.7; Shn3 inh set2: 0.8; hiPSC survival: 1.6; CF NFkB inh: 20.7; NR2E3 ag-2: 3.9; HIF-2a inh: -9.5; KKLEB tox: -3.2; EBV LMP1 NFkB: -8.8; Peg3 promoter: 5.0

Copied from the entries so far for reference:
Results for Cc1[nH]c2ccccc2c1C(=O)C(=O)N1c2ccccc2CC1C (configuration not stated) ?
MITF TRPM1 inh: 1.7; NR2E3 ag-1: 17.8; C8 TRAIL sens: 10.4; Shn3 inh set2: 11.4; hiPSC survival: -0.3; CF NFkB inh: -12.0; NR2E3 ag-2: 5.1; HIF-2a inh: 11.7; KKLEB tox: 2.2; EBV LMP1 NFkB: 10.1; Peg3 promoter: 20.0

What do the screens show for `CCCCN(CCCC)S(=O)(=O)c1ccc(NC(=O)c2cccs2)cc1`?
MITF TRPM1 inh: 18.8; NR2E3 ag-1: 3.1; C8 TRAIL sens: 17.8; Shn3 inh set2: 64.4; hiPSC survival: 1.8; CF NFkB inh: 17.3; NR2E3 ag-2: 2.0; HIF-2a inh: 0.3; KKLEB tox: -17.0; EBV LMP1 NFkB: -2.9; Peg3 promoter: 18.6

Next records.
Results for CCOC(=O)c1[nH]c2ccc(OCC)cc2c1NC(=O)CN1CCN(c2ccccn2)CC1 ?
MITF TRPM1 inh: 12.3; NR2E3 ag-1: -15.6; C8 TRAIL sens: -7.4; Shn3 inh set2: 10.9; hiPSC survival: -1.3; CF NFkB inh: 9.0; NR2E3 ag-2: 8.5; HIF-2a inh: 23.1; KKLEB tox: -1.4; EBV LMP1 NFkB: -2.4; Peg3 promoter: 26.7

Results for Cc1noc(C)c1S(=O)(=O)N1CCN(c2ccccc2)CC1 ?
NR2E3 ag-1: 8.3; C8 TRAIL sens: -4.4; Shn3 inh set2: -5.6; hiPSC survival: -0.1; CF NFkB inh: -14.2; NR2E3 ag-2: 2.3; HIF-2a inh: 6.7; KKLEB tox: -2.0; EBV LMP1 NFkB: 4.6; Peg3 promoter: 6.4

What do the screens show for `O=C(Cn1cnc2ccccc2c1=O)Nc1cccc(S(=O)(=O)N2CCCCC2)c1`?
MITF TRPM1 inh: 3.2; NR2E3 ag-1: -8.4; C8 TRAIL sens: 5.7; Shn3 inh set2: 32.8; hiPSC survival: -0.5; CF NFkB inh: -0.9; NR2E3 ag-2: 0.3; HIF-2a inh: 8.8; KKLEB tox: 1.5; EBV LMP1 NFkB: -0.5; Peg3 promoter: -13.6

How did Cc1cccc(C)c1Nc1c(-c2ccccc2O)nc2ncccn12 do in these assays?
MITF TRPM1 inh: -1.1; NR2E3 ag-1: 10.4; C8 TRAIL sens: 10.9; Shn3 inh set2: -44.9; hiPSC survival: 0.0; CF NFkB inh: 2.2; NR2E3 ag-2: -1.7; HIF-2a inh: 16.3; KKLEB tox: -3.8; EBV LMP1 NFkB: -12.4; Peg3 promoter: 17.4

What do the screens show for `CCCCCCn1nc(C(=O)OCC(=O)NC2CCS(=O)(=O)C2)c2ccccc2c1=O` (configuration not stated)?
MITF TRPM1 inh: 14.2; NR2E3 ag-1: -11.5; C8 TRAIL sens: -29.0; Shn3 inh set2: -6.7; hiPSC survival: 1.0; CF NFkB inh: 13.3; NR2E3 ag-2: 4.3; HIF-2a inh: 18.4; KKLEB tox: -3.4; EBV LMP1 NFkB: -3.7; Peg3 promoter: 14.0

Results for O=S(=O)(c1ccccc1)N1N=C(c2ccc(Cl)cc2)CC1c1ccco1 (configuration not stated) ?
MITF TRPM1 inh: 6.8; NR2E3 ag-1: 4.4; C8 TRAIL sens: 18.0; Shn3 inh set2: 36.5; hiPSC survival: -0.4; CF NFkB inh: 20.5; HIF-2a inh: -16.1; KKLEB tox: -14.8; EBV LMP1 NFkB: 10.0; Peg3 promoter: 23.6

What do the screens show for `COc1ccc(-c2cc(C(F)(F)F)n3ncc(C(=O)O)c3n2)cc1OC`?
MITF TRPM1 inh: -13.3; NR2E3 ag-1: 7.2; C8 TRAIL sens: -1.0; Shn3 inh set2: 11.7; hiPSC survival: -1.6; CF NFkB inh: 13.3; NR2E3 ag-2: 3.3; HIF-2a inh: 6.3; KKLEB tox: -11.3; EBV LMP1 NFkB: 2.0; Peg3 promoter: 0.7

What do the screens show for `COc1ccc(OCCC(=O)N2CCCCC2)cc1`?
MITF TRPM1 inh: -12.6; NR2E3 ag-1: -68.4; C8 TRAIL sens: 1.2; Shn3 inh set2: -38.4; hiPSC survival: -2.2; CF NFkB inh: 15.0; NR2E3 ag-2: -7.3; HIF-2a inh: -145.7; KKLEB tox: -0.9; EBV LMP1 NFkB: -16.2; Peg3 promoter: -102.2

What do the screens show for `Cc1cc(-n2nc(C)cc2C)n2nc(C)c(-c3ccc(Cl)cc3)c2n1`?
MITF TRPM1 inh: 1.3; NR2E3 ag-1: -9.1; C8 TRAIL sens: 13.1; Shn3 inh set2: 2.1; hiPSC survival: -1.4; CF NFkB inh: -15.1; NR2E3 ag-2: 4.0; HIF-2a inh: 3.5; KKLEB tox: -9.0; EBV LMP1 NFkB: -8.0; Peg3 promoter: -8.9

What do the screens show for `CCOc1ccc(CNC(=O)c2ccc(Sc3ccc(Cl)cc3)c(NC(C)=O)c2)cc1OC`?
MITF TRPM1 inh: 20.0; NR2E3 ag-1: -6.3; C8 TRAIL sens: 0.8; Shn3 inh set2: 14.3; hiPSC survival: -1.4; CF NFkB inh: 3.5; NR2E3 ag-2: -1.3; HIF-2a inh: 13.1; KKLEB tox: -0.6; EBV LMP1 NFkB: 15.7; Peg3 promoter: 12.2

What do the screens show for `O=C(COC(=O)C1COc2ccccc2O1)c1ccccc1` (configuration not stated)?
NR2E3 ag-1: -17.0; C8 TRAIL sens: 0.0; Shn3 inh set2: 5.8; hiPSC survival: 0.4; CF NFkB inh: -11.2; HIF-2a inh: 11.4; KKLEB tox: -3.8; EBV LMP1 NFkB: -6.1; Peg3 promoter: 22.5

How did COc1ccccc1OCCNC(=O)C1CC(=O)N(c2ccc3c(c2)OCCO3)C1 (configuration not stated) do in these assays?
MITF TRPM1 inh: -1.7; NR2E3 ag-1: -41.8; C8 TRAIL sens: 1.7; Shn3 inh set2: 5.6; hiPSC survival: -0.4; CF NFkB inh: -2.1; NR2E3 ag-2: -1.9; HIF-2a inh: 16.3; KKLEB tox: 2.6; EBV LMP1 NFkB: -1.0; Peg3 promoter: 4.9

Source: PubChem
